A549 tox: counter-screen for Nrf2 inhibitors: cytotoxicity in A549 cells | A549 ARE-Fluc cells, CellTiter-Fluor viability, 18-24 h | Potency, µM (highest dose often 46 µM), for inactives: top-dose activity change, negative = cytotoxicity, actives largely listed as inhibitors | 390,000 tested, 0.16% active; note: % is set by controls: 0 for no effect and ±100 for the full control effect
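A549 ARE-Fluc cells in 5% FBS OPTI-MEM, 5000 cells/well, rested 2 h then exposed to compounds in concentration-response for 18-24 h at 37 °C. Viability by CellTiter-Fluor fluorescence (Ex 405/Em 525) after 30 min; luciferase luminescence (BugLite, 15 min, RT) read afterwards.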
ATXN2 expr inh: ATXN2 expression inhibition | HEK-293 ATXN2-luciferase reporter, luminescence, 24 h | Potency, µM (top dose mostly 57 µM), without a hit: at the highest dose activity change, negative = inhibition, usual class: inhibitors | 360,000 tested, 0.72% active; note: % is set by controls: 0 for no effect and ±100 for the full control effect; nearly all actives have a fitted effect of over 55% in size
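qHTS (up to 57 uM final) was run with 24 h compound exposure of reporter cells at 37 °C. Each well was multiplexed: SteadyGlo luminescence measured ATXN2-luciferase expression after a fluorogenic Gly-Phe-AFC viability readout (25 uM final).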
Nrf2 block: Nrf2 pathway inhibition; 360,000 tested, 2.1% active; A549 ARE-Fluc reporter, luciferase luminescence, 18-24 h; Potency, µM (doses to about 46 µM), for inactives: at the highest dose activity change, negative = inhibition, hits mostly inhibitors; AID 504444; note: % is set by controls: 0 for no effect and ±100 for the full control effect; nearly all actives have a fitted effect of over 60% in size
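Nrf2 function is reported as luminescence of an ARE-controlled luciferase in A549 cells. Compounds were tested at several concentrations, and a CellTiter-Fluor read on the same wells flagged cytotoxicity.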
MCF10A rereplic: inducers of DNA re-replication in MCF 10A breast cells; MCF 10A DNA re-replication, Hoechst nuclear intensity, 48 h; Potency, µM (top dose mostly 46.1 µM), inactives show at the highest dose activity, positive = re-replication, actives largely listed as activators; 350,000 tested, 2.9% active; note: % of control where 0% means no effect; nearly all actives have a fitted effect of over 50% in size
HepG2 tox: counter-screen for TGF-b inhibitors: cytotoxicity in HepG2 cells; HepG2 CAGA-GFP viability, ATP luminescence, 18 h; AID 588856; Potency, µM (top dose mostly 46.1 µM), inactives show top-dose activity change, negative = cytotoxicity, actives largely listed as cytotoxic; 410,000 tested, 0.76% active; note: some results filed as inactive show a strong effect at the top dose
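CellTiter-Glo luminescence gave cytotoxicity after 18 hours at 37 degrees C. The cells were HepG2 CAGA-GFP in 1% FBS DMEM, stimulated with 500 pg/mL TGF-beta after compound addition. %Activity was normalised to no-cell wells (complete cell-killing) and DMSO (no toxicity), and curves were fitted and classified.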
ATXN viability: reduces viability in counter-screen for ATXN expression inhibitors; S2 cells (HEK-293 line with an ATXN2-luciferase reporter) viability, CellTiter-Fluor protease fluorescence, 24 h; Potency, µM (doses to about 56.7 µM), usual class: cytotoxic; 400,000 tested, 0.49% active; note: nearly all actives have a fitted effect of over 40% in size
TGFb SMAD3 inh: blocks TGF-b signaling; AID 588855; HepG2 CAGA-GFP TGF-b/SMAD3 reporter, GFP fluorescence, 18 h; TGF-beta stimulated, 500 pg/mL final; Potency, µM (series often up to 46.1 µM), inactives show top-dose activity, negative = inhibition, actives largely listed as inhibitors; 410,000 tested, 1.2% active; note: % is set by controls: 0 for no effect and ±100 for the full control effect; nearly all actives have a fitted effect of over 65% in size
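HEPG2 CAGA-GFP reporter cells (1000/well, DMEM with 1% FBS) received compounds, then recombinant TGF-beta at 500 pg/mL final for 18 hours at 37 degrees C. Per-cell GFP summed per well was normalised to unstimulated and stimulated DMSO controls before curve fitting.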
EPAC2 antagonist: blocks human EPAC2 exchange factor; 360,000 tested, 0.18% active; Potency, µM (doses to about 114 µM), inactives show at the highest dose activity, negative = inhibition, actives largely listed as inhibitors; EPAC2 GEF exchange of Rap1B-BODIPY-GDP, fluorescence; Q8WZA2; note: % is set by controls: 0 for no effect and ±100 for the full control effect; nearly all actives have a fitted effect of over 45% in size; many of its hits are not listed in these tables
Target sequence (Q8WZA2 whole entry, looked up): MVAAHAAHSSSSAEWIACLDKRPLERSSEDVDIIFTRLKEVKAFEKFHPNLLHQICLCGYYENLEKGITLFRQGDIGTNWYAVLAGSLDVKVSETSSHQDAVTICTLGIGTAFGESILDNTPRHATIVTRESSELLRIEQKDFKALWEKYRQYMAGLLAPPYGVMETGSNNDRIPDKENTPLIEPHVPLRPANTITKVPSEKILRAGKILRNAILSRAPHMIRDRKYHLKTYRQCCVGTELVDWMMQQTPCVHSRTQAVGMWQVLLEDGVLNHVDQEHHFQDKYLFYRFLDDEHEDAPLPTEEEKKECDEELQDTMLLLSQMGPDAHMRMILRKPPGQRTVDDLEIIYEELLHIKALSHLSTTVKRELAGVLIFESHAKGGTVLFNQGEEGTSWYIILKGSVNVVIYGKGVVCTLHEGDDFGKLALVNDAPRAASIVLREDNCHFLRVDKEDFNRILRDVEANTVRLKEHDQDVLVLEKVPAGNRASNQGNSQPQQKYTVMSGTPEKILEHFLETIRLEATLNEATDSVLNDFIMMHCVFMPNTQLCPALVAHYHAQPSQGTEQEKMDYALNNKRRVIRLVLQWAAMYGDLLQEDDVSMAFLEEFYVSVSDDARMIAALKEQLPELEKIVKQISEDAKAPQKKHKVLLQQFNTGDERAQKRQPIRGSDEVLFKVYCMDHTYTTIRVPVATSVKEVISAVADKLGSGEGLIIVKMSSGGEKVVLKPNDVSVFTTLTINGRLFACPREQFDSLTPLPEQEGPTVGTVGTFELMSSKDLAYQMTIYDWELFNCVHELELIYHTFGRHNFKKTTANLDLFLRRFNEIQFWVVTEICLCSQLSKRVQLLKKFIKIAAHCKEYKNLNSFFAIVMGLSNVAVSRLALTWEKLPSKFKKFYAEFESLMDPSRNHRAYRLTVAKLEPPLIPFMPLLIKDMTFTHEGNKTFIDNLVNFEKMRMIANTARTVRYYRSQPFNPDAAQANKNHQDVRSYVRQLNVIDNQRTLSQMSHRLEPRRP
Nrf2 ARE act: activators of Nrf2 (ARE) signaling | 410,000 tested, 0.31% active | AREc32 ARE-luciferase reporter (MCF7-derived line), luminescence, 24 h | Potency, µM (top dose mostly 46.1 µM), without a hit: at the highest dose activation, hits mostly activators | AID 624171; note: % of control where 0% means no effect; nearly all actives have a fitted effect of over 65% in size
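AREc32 cells carrying an ARE-driven firefly luciferase, 1000 cells/well in OPTI-MEM with 5% FBS, dosed after overnight attachment and incubated 24 hr at 37 deg C. Steady-Glo luminescence read after 30 min at RT.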
Active calls of the source: *; i = inactive; ? = inconclusive; . = no result given; [ ] = remark or other dose. Calls come from the whole dose curve; as a rule, active = well fitted curve in the direction sought with a large enough effect; inconclusive = small, poorly fitted or top-dose-only effect, or another doubt; inactive = no such curve, though single readings can be large; an effect the other way counts as inactive or inconclusive. Potency is the fitted concentration of half-maximal effect.

Below each SMILES – A549 tox, ATXN2 expr inh, Nrf2 block, MCF10A rereplic, HepG2 tox, ATXN viability, TGFb SMAD3 inh, EPAC2 antagonist, Nrf2 ARE act
- COc1ccc(NC(=O)N2CCCC(C(=O)Nc3ccccc3OC)C2)cc1 (configuration not stated)
    -9%, 2%, -22%, -2%, 3%, i, 0%, -7%, 0.3%
- Cc1onc(-c2ccccc2Cl)c1C(=O)OCC(=O)N1CCC(C)CC1
    -2%, ., 7%, 0%, -4%, i, 3%, -1%, 2.5%
- Cc1cc(C(=O)N2CCc3ccccc3C2)n[nH]1
    0%, 22%, ?, 8%, 13%, i, 12%, 2%, 2.4%
- O=C(CNC(c1ccccc1)c1ccccc1)NCc1ccccc1Cl
    -3%, 10%, -25%, 8%, 0%, i, 8%, ?, 0.3%
- O=C(CSc1nc2ncccc2[nH]1)NCc1ccccc1
    1%, 21%, 10%, -2%, 3%, i, 1%, -3%, -0.4%
- CC(=O)c1ccc(N2CCN(C(=O)Cn3ncc4c3-c3ccccc3OC4)CC2)cc1
    3%, -25%, -1%, ., -5%, ?, -19%, ., 5.4%
- CCCOc1ccc(-c2nnn(CC(=O)N3CCCC(C)C3)n2)cc1 (configuration not stated)
    -4%, -30%, ?, ?, -6%, i, -7%, -19%, -1.0%
- COC(=O)C1=C(C(=O)OC)SC2(S1)C(C(=O)OC)=C(C(=O)OC)SC1=C2c2cc(C)ccc2NC1(C)C
    -5%, 0%, 2%, 2%, -3%, i, -25%, -6%, 16%
- COc1cnn(-c2cccc(Cl)c2)c(=O)c1Cl
    1%, -11%, -11%, 12%, -31%, i, 0%, -9%, 1.0%
- CCN(CC)c1ccc(S(=O)(=O)N2CCOCC2)cc1NC(=O)COC(=O)c1ccco1
    3%, -12%, 4%, 3%, 1%, i, 0%, -7%, 0.2%
- Cn1nc(C(F)(F)F)c(CN2CC(C)(C)C2=O)c1N1CCOCC1
    -1%, -25%, 3%, -1%, -13%, i, 6%, -9%, -0.3%
- CC(=O)c1cccc(NC(=O)NNC(=O)CCC(=O)Nc2ccc(C)c(C)c2)c1
    2%, -10%, -5%, -3%, -6%, ?, -16%, -1%, 0.7%
- Cn1cc(CN2CCN(CC(C)(C)C)C(CCO)C2)c2ccccc21 (configuration not stated)
    -3%, -15%, 1%, 8%, -13%, i, 1%, 3%, -0.1%
- c1ccc(Nc2ccnc(Nc3ccccc3)n2)cc1
    -2%, 0%, ?, ?, -29%, ?, ?, 5%, 0.7%
- O=C(O)CCC1(CCC(=O)O)c2ccccc2-c2ccccc21
    0%, 5%, -4%, 0%, 6%, i, 16%, 1%, -0.6%
- CC(C)(CO)N=C1NS(=O)(=O)c2cc([N+](=O)[O-])ccc21
    2%, -20%, ?, 3%, -81%, i, -27%, -1%, 0.0%
- CCOc1ccc(CCNC(=O)CCn2ccc3cc(S(=O)(=O)N4CCCC4)ccc32)cc1
    -8%, -25%, 26µM*, 21%, -5%, i, ?, -4%, 3.4%
- COc1ccc(Cc2nnc(NS(=O)(=O)c3ccc(Cl)cc3)s2)cc1OC
    4%, 14%, -20%, 3%, 2%, i, 0%, ?, 1.2%
- Nc1ncc(Br)cc1S(=O)(=O)NCCC(=O)NCCc1ccc(Cl)cc1
    0%, -5%, -8%, 8%, -2%, i, -13%, -12%, 0.0%
- CCn1c(Cc2ccc(OC)cc2)nnc1SCC(=O)NC1CCCCC1
    0%, -12%, -1%, 22%, -1%, i, 0%, 0%, 0.3%
- COc1ccc(NC(=O)c2sc(SCc3ccccc3)nc2N)cc1
    -1%, 29%, 3%, 20%, -6%, i, -9%, -3%, 0.0%
- Cc1cc2nccnc2cc1C
    0%, 25%, 6%, 1%, -1%, i, -3%, 3%, -0.8%
- CC1(NC(=O)Cn2cc(C(F)(F)F)ccc2=O)CCS(=O)(=O)C1 (configuration not stated)
    9%, -6%, 5%, -4%, -29%, i, -11%, 0%, 0.2%
- Nc1nc(SCc2ccccc2)c2ncn(C3OC(CO)C(O)C3O)c2n1 (configuration not stated)
    3%, 6%, -7%, -1%, -9%, i, 32%, 3%, 3.0%
- Cc1coc2c(C)c3oc(=O)c(CCC(=O)NCCC(=O)O)c(C)c3cc12
    -3%, -5%, 5%, 2%, 7%, i, -21%, -5%, -0.2%
- CC(=O)Nc1ccc(S(=O)(=O)N2CCN(C(=O)N3CCOCC3)CC2)cc1
    -4%, -6%, -3%, 1%, 7%, i, 5%, 1%, 0.4%
- CCN(CC)CCNS(=O)(=O)c1ccc(Cl)cc1
    0%, -4%, -7%, -4%, -29%, i, 2%, 13%, -0.1%
- CC(C)CNC(=S)NC(=O)c1ccc([N+](=O)[O-])cc1
    1%, 26%, ., 18%, -10%, i, -4%, 4%, 3.4%
- CC(NC(=O)c1ccc(C(C)(C)C)cc1)C(=O)O (configuration not stated)
    0%, 3%, -3%, 0%, 3%, i, 0%, 0%, 0.0%
- COc1ccc(Nc2nc3c(C)cccc3cc2C#N)cc1
    12%, -30%, 17%, ?, 1%, ., -1%, 2%, 3.8%
- COCCNc1ncnc2c1c(-c1ccccc1)cn2-c1cccc(Cl)c1
    13%, ., ., ., -35%, ., -20%, ., 9.2%
- Cc1ccc2[nH]c(=O)c(CN(C)C(=O)c3cccs3)cc2c1
    4%, 11%, 19%, 4%, -2%, i, 0%, 3%, 4.1%
- CC(=O)Oc1ccc2occ(C(=O)c3ccccc3)c2c1
    11%, 50%[activator], 29%, 3%, 1%, i, -7%, -17%, 16%
- O=C(NC(=S)Nc1ccccc1)c1ccc(Br)o1
    5%, ., ?, 5%, -12%, i, -19%, 4%, ?
- COc1ccc(NC(=O)c2ccco2)cc1NC(=O)c1cccs1
    -5%, 8%, ., 5%, -15%, i, 4%, 7%, 12%
- Cc1csc(NC(=O)c2cc(C)nc3ccccc23)n1
    5%, ., -21%, -1%, -13%, i, 4%, 6%, 18%
- CCOC(=O)N1CCN(C(=O)COC(=O)c2cc(Cl)c(O)c(Cl)c2)CC1
    -7%, -7%, -25%, -7%, 15%, i, -10%, -8%, -0.7%
- CCn1cc(C(=O)OCC(=O)N(C)Cc2ccccc2)c(=O)c2ccc(C)nc21
    -4%, -14%, 4%, 8%, 3%, i, -2%, -7%, -0.5%
- Cc1cccc(NC(=O)c2ccc(-n3cccn3)c([N+](=O)[O-])c2)c1
    7%, 3%, -9%, 5%, -7%, i, ?, 3%, 0.2%
- COc1ccc2c(c1)C1NC(=S)N[C@@](C)(O2)C1C(=O)Nc1ccccc1 (some centres not stated)
    0%, -6%, 6%, -7%, 18%, i, -1%, 0%, 0.2%
- Cc1ccc(OCCSc2nc3ccc(NC(=O)COc4ccc(C)cc4)cc3s2)cc1
    1%, -15%, 1%, ., -14%, i, -21%, ., 0.4%
- CC(=O)c1ccccc1OC(=O)CCN1C(=O)C2C3C=CC(C4CC34)C2C1=O (configuration not stated)
    2%, 5%, -8%, 0%, 4%, i, 0%, -4%, -0.2%
- NC(=O)c1ccsc1NC(=O)COC(=O)/C=C/c1ccc([N+](=O)[O-])cc1
    0%, -4%, -4%, ?, 0%, i, 2%, -2%, 3.9%
- O=C(CSc1nc(=O)n2ccccc2n1)N1N=C(c2cccs2)CC1c1ccc(F)cc1 (configuration not stated)
    -5%, -1%, -30%, 2%, -15%, i, -1%, 15%, 19%
- COc1ccccc1CNCc1cc(OC)c(OC)cc1OC
    0%, -24%, ., -13%, -2%, i, 3%, 2%, -0.3%
- CCCC[C@@H]1CN=C(N)N1CCc1cccc(F)c1
    9%, -18%, 2%, 10%, 15%, i, -4%, 9%, -0.9%
- N=c1c2c3c(sc2ncn1N)CCCCC3
    -4%, ., -3%, 2%, 0%, ., -6%, 8%, 0.0%
- N#C/C(=C/c1ccc(O)c(O)c1)C(=O)NCc1ccc(Cl)cc1
    -11%, 0%, 5%, 6%, -56%, i, -17%, 0%, 4.3%
- CC(=O)Nc1nc(C)c(Oc2cccc(C(F)(F)F)c2)c(=O)[nH]1
    -11%, 5%, -12%, ?, 11%, i, -3%, 1%, -0.1%
- COC(=O)c1ccccc1NC(=O)C1=CC(c2ccc(C)cc2)=NS(=O)(=O)N1C
    -12%, 1%, 18µM*, ., -19%, i, -33%, ., 0.1%
- CS(=O)(=O)Nc1cccc(C2=NN(C(=O)c3ccccc3)C(c3cccs3)C2)c1 (configuration not stated)
    -12%, -24%, ?, 15%, -28%, i, -23%, -6%, 4.8%
- CCOc1ccc(C2N(c3cc(C)on3)C(=O)C3CCCN32)cc1OC (configuration not stated)
    -7%, 8%, 2%, 1%, -23%, i, 0%, 2%, -0.4%
- CC1(C)Cc2c(cnn2-c2ccc(F)cc2)C(NC(=O)CCN2CCCC2=O)C1 (configuration not stated)
    -1%, 39%[activator], ?, ?, 8%, i, 14%, 0%, 0.7%
- Cc1cc(Cl)cc(Cl)c1OCCN1CCCC1
    10%, -15%, 4%, 5%, -5%, i, -5%, 4%, 0.0%
- C=CC[n+]1c(-c2ccccc2)csc1NC(C)(C)C
    2%, -11%, 15%, 11%, -11%, i, 1%, -1%, 0.0%

Compound profiles, from the list above.
COC(=O)c1ccccc1NC(=O)C1=CC(c2ccc(C)cc2)=NS(=O)(=O)N1C as listed: A549 tox: -12%; ATXN2 expr inh: 1%; Nrf2 block: 18µM*; MCF10A rereplic: .; HepG2 tox: -19%; ATXN viability: i; TGFb SMAD3 inh: -33%; EPAC2 antagonist: .; Nrf2 ARE act: 0.1%
COc1ccccc1CNCc1cc(OC)c(OC)cc1OC as listed: A549 tox: 0%; ATXN2 expr inh: -24%; Nrf2 block: .; MCF10A rereplic: -13%; HepG2 tox: -2%; ATXN viability: i; TGFb SMAD3 inh: 3%; EPAC2 antagonist: 2%; Nrf2 ARE act: -0.3%

Screening results as filed in PubChem BioAssay.

These rows are one share of the data, so the mix of outcomes need not match the whole.
